Compound activity: PubChem BioAssay, several laboratories
HTR5A inv ctr – HTR5A inverse agonists in luminescence cell assay, primary screen, counter-screen for OPRM1-OPRD1 heterodimer inverse agonist project, full-deck HTS | 5-hydroxytryptamine receptor 5A (Homo sapiens), P47898 | HTR5A cell line, inverse agonism | inhibition, % at 9.3 µM | 0.083% of 340,000 active; in the data active = inhibition mostly above about 23%, no sharp cut-off; inactive = mostly below about 18%;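 also: 0% = cells with DMSO and 100% = no-cell wells with DMSO; some compounds called inactive have numbers as strong as hits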
Target sequence (P47898 whole entry, looked up): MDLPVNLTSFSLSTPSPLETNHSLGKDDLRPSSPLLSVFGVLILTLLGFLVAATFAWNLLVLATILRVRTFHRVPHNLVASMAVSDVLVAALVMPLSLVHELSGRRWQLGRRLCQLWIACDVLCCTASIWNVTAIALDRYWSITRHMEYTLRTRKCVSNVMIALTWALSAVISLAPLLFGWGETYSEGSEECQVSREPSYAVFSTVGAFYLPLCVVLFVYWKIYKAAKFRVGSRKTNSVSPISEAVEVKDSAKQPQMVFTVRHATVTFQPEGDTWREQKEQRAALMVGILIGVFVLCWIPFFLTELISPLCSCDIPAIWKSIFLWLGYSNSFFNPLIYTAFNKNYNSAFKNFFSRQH
PKA-R1A activ – activators of PKA-R1A holoenzyme, primary screen, biochemical, fluorescence polarization, Cy5-IP20, bovine R1A, mouse PKAc. activation, % at 11.4 µM. cAMP-dependent protein kinase type I-alpha regulatory subunit (Bos taurus) + …. 0.083% of 340,000 active. PKA-R1A dissociation; scaled: DMSO 0%, 113 µM cGMP 100%;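 active = percent activation above the mean of all tested compounds plus 3 SD, cut at about 19% in these data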;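 also: higher means more PKAc released from R1A so a rise in polarization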
Tat transport – E. coli Tat export inhibitors, primary screen, MC4100, TorA-mCherry reporter, fluorescence, single point | inhibition, % at 10 µM | 0.036% of 340,000 active | AID 488895, 2010;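 active = mean replicate inhibition at least 50% and at least half of replicates individually reaching 50%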;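 also: exported cargo escapes ClpAP degradation while cytoplasmic cargo is degraded and loses fluorescence; 0% = median of neutral control wells and 100% = median of NaSCN control wells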
HTR5A ag ctr – HTR5A agonists in luminescence cell assay, primary screen, counter-screen for OPRM1-OPRD1 heterodimer agonist project, full-deck HTS | 5-hydroxytryptamine receptor 5A (Homo sapiens), P47898 | cell-based | AID 504692, 2011 | activation, % at 9.3 µM | 0.61% of 340,000 active; in the data active = activation mostly above about 9.5%, no sharp cut-off; inactive = mostly below about 7.6%;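 also: 0% = cells with vehicle only and 100% = reference agonist; strong numbers were not always called active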
DAGLB inhibitor – DAGLB lipase inhibitors, primary screen, biochemical, fluorescence, HTS; Diacylglycerol lipase-beta (Homo sapiens), Q8NCG7; 0.059% of 340,000 active; inhibition, % at 5.17 µM; AID 504411, 2011; HEK293T DAGLB membrane lysate, EnzChek fluorogenic substrate; in the data active = inhibition above about 34%;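 also: 0% = enzyme with vehicle and 100% = wells lacking enzyme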
Ecoli viability – E. coli V3065 growth inhibition, primary screen, counter-screen for AddAB inhibitor project, absorbance, OD600; 18 h; inhibition, % at 11.9 µM; 0.27% of 330,000 active;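 active = inhibition above the campaign's mean inhibition across all tested compounds plus 3 SD, cut at about 9.9% in these data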;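 also: uninfected addAB+ strain grown without phage in ampicillin broth; 0% = DMSO wells and 100% = ciprofloxacin 0.95 µg/ml wells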
PKA-R2B activ – activators of PKA-R2B holoenzyme, primary screen, biochemical, fluorescence polarization, Cy5-IP20, human; activation, % at 11.4 µM; PKA-R2B holoenzyme dissociation; R2B truncated from residue 108, S112A mutant; 0% DMSO only, 100% 113 µM cGMP; AID 504700, 2011; 0.079% of 340,000 active;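 active = activation above a cutoff set at the mean over all compounds plus 3 SD, cut at about 18% in these data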;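 also: higher means more holoenzyme dissociation and a rise in polarization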
Target sequence (P31323 whole entry, looked up, other chains not shown, the tested form may be a part): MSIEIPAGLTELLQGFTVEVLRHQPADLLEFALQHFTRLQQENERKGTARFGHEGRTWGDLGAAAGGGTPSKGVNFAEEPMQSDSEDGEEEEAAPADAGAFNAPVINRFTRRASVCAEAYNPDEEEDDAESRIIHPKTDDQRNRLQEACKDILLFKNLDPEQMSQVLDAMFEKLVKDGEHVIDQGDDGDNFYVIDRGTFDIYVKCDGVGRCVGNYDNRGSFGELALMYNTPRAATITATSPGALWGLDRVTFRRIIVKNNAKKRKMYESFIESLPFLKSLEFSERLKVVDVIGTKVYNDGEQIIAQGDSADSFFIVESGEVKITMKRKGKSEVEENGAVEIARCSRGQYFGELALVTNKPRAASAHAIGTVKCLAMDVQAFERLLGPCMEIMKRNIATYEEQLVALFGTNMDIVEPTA
SUMO Mot1 rescue – yeast Mot1-301 growth rescue at high temperature, primary screen, SUMOylation pathway inhibitor project, S. cerevisiae, ATP luminescence, 38.5C. S. cerevisiae Mot1-301 growth rescue; percent above DMSO median, 100 means doubled. growth rescue, % at 18.8 µM. 1% of 320,000 active;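 active = every valid replicate shows activation above 250% relative to neutral control wells; inactive = the rest, any valid replicate at or below 250%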;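 also: OY570 slx delta 5 strain wells were the positive control but not used for scaling; some compounds called inactive have numbers as strong as hits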
CDK5 inh – inhibitors of human CDK5/p35 kinase, primary screen, biochemical, single concentration; inhibition, % at 10 µM; 0.01% of 330,000 active; Cyclin-dependent kinase 5 (Homo sapiens) + Cyclin-dependent kinase 5 activator 1 (Homo …; Recombinant CDK5/p35, ADP-Glo luminescence, 60 min;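 active = highest replicate inhibition of at least 50% and at least 75% of replicates reaching 50%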;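 also: plate controls were DMSO neutral control for no effect and GW8510 at 10 µM for full effect; many of its hits are not listed in these tables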
AddAB inh – growth inhibition of E. coli expressing H. pylori AddAB, primary screen, AddAB inhibitor project, absorbance; inhibition, % at 11.9 µM; 0.29% of 330,000 active; in the data active = inhibition above about 12%;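 also: 0% = vehicle wells of infected cells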
phage Ecoli inh – growth loss of phage-infected E. coli, primary screen, RecBCD inhibitor project, absorbance, with phage, HTS. inhibition, % at 11.9 µM. 0.26% of 360,000 active. AID 651602, 2012; in the data active = inhibition above about 11%
An asterisk follows results filed as active; nt = not tested or not shown.

Below each compound: HTR5A inv ctr	PKA-R1A activ	Tat transport	HTR5A ag ctr	DAGLB inhibitor	Ecoli viability	PKA-R2B activ	SUMO Mot1 rescue	CDK5 inh	AddAB inh	phage Ecoli inh
CC(Sc1nnc(C2CC2)n1-c1ccccc1)C(=O)N1CCCC1 (stereo unspecified)
  10	1	-17	4	1	nt	-4	nt	-2.4	nt	4.8
Cc1cc2oc(=O)cc(CN3CCCCC3C)c2c(C)c1Cl (stereo unspecified)
  3	-2	-9	1	0	0.7	8	83	-0.3	1.9	3.2
COc1ccc(S(=O)(=O)n2cnc3cc(C)c(C)cc32)cc1C
  1	6	1	2	5	1.7	1	-13	-2.6	2.7	1.5
CC(=O)c1sc(NC(=O)c2ccccc2F)nc1-c1ccccc1
  -12	-4	4	-2	-4	0.8	-6	209	-0.9	0.7	-1.4
CCc1sc(N(C(=O)Cc2ccccc2)c2ccc(F)cc2)nc1-c1ccccc1
  -32	-5	12	12	1	1.3	3	-11	0.0	3.2	1.1
CCCCOC(=O)Nc1nc2ccccc2s1
  11	-7	2	3	-1	-1.0	-12	139	0.3	1.9	2.5
CCOc1ccccc1NC(=O)c1ccc2c(c1)C(=O)N(CC)C2=O
  -5	-14	4	4	-1	0.0	-10	16	0.9	1.3	2.2
Cc1nn(CC(=O)NCCN2CCOCC2)c(C)c1[N+](=O)[O-]
  8	-5	-3	-3	1	3.3	-7	-14	-2.5	6.5	0.7
COc1ccccc1OCc1nnc(SCC(=O)Nc2ccc(C)cc2)n1C
  21	-4	0	-7	-5	-1.2	4	66	2.2	-0.1	1.6
CC(C)C(=O)Nc1ccc2c3c(cccc13)CC2
  -4	-16	14	8	1	0.9	4	139	5.8	0.0	2.5
CCOC(=O)CSC1=NC(=O)/C(=C/c2ccc(OC)cc2)S1
  2	-1	-2	-1	4	3.4	-3	31	-0.1	5.9	nt
c1ccc(-c2nc3ccccn3c2NCc2ccc3c(c2)OCO3)cc1
  9	6	0	3	2	-1.2	10	-1	-0.7	2.7	3.1
CC[n+]1c(/C=C2/C=C(C)CC(C)(C)C2)sc2ccc(OC)cc21
  -7	-14	3	3	7	0.7	-3	-8	1.5	2.4	0.0
CCOc1ccc(OCC(=O)N(CCC2=CCCCC2)c2c(N)n(Cc3ccccc3)c(=O)[nH]c2=O)cc1
  0	10	-3	0	22	-1.1	18	nt	-1.2	1.1	0.1
COc1ccc(NC(=O)c2cc3cc(OC)ccc3oc2=N)cc1
  -14	6	1	3	-1	1.4	-18	12	-1.0	2.1	2.5
CC(=O)[C@@H]1[C@@H](C(=O)c2ccccc2)[C@]2(C(=O)Nc3ccccc32)[C@H]2C=Cc3cc(F)ccc3N12
  -17	-3	-3	-2	2	2.8	3	-9	0.2	3.2	2.7
CCNS(=O)(=O)c1ccc(NC(=O)c2ccccc2)cc1
  -5	-2	-2	5	0	5.4	-3	-6	-1.3	2.4	4.8
COc1cc(C(=O)NC(=S)Nc2ccc(Cl)c(C(=O)O)c2)cc(OC)c1OC
  -32	-8	1	-5	0	-1.8	-17	11	0.1	-0.2	1.1
CCCSc1nsc(NC(=O)C(c2ccccc2)c2ccccc2)n1
  -7	-3	3	1	-2	1.3	5	3	1.2	5.3	nt
Cc1ccc2oc(-c3cccc(N)c3)nc2c1
  14	0	4	4	-1	-2.1	0	-29	0.9	-0.8	2.4

6 entries drawn at random from the list so far:
Below each compound: HTR5A inv ctr	PKA-R1A activ	Tat transport	HTR5A ag ctr	DAGLB inhibitor	Ecoli viability	PKA-R2B activ	SUMO Mot1 rescue	CDK5 inh	AddAB inh	phage Ecoli inh
c1ccc(-c2nc3ccccn3c2NCc2ccc3c(c2)OCO3)cc1
  9	6	0	3	2	-1.2	10	-1	-0.7	2.7	3.1
CC(=O)[C@@H]1[C@@H](C(=O)c2ccccc2)[C@]2(C(=O)Nc3ccccc32)[C@H]2C=Cc3cc(F)ccc3N12
  -17	-3	-3	-2	2	2.8	3	-9	0.2	3.2	2.7
Cc1ccc2oc(-c3cccc(N)c3)nc2c1
  14	0	4	4	-1	-2.1	0	-29	0.9	-0.8	2.4
COc1cc(C(=O)NC(=S)Nc2ccc(Cl)c(C(=O)O)c2)cc(OC)c1OC
  -32	-8	1	-5	0	-1.8	-17	11	0.1	-0.2	1.1
CCNS(=O)(=O)c1ccc(NC(=O)c2ccccc2)cc1
  -5	-2	-2	5	0	5.4	-3	-6	-1.3	2.4	4.8
CCOc1ccc(OCC(=O)N(CCC2=CCCCC2)c2c(N)n(Cc3ccccc3)c(=O)[nH]c2=O)cc1
  0	10	-3	0	22	-1.1	18	nt	-1.2	1.1	0.1

Additional results:
Below each compound: HTR5A inv ctr	PKA-R1A activ	Tat transport	HTR5A ag ctr	DAGLB inhibitor	Ecoli viability	PKA-R2B activ	SUMO Mot1 rescue	CDK5 inh	AddAB inh	phage Ecoli inh
CCOC(=O)c1nnn(-c2nonc2N)c1-c1ccc(F)cc1
  28	-9	24	1	-1	0.8	2	nt	0.1	0.8	0.0
Cc1cc2oc(C(=O)Nc3ccc(S(N)(=O)=O)cc3)c(C)c2cc1Cl
  5	9	-12	0	-3	2.3	-6	-9	1.2	-1.0	5.7
CCOC(=O)N1CCC(c2cc(=O)n3[nH]cc(C(=O)OC)c3n2)CC1
  -12	2	8	4	-1	1.7	-2	-2	-1.6	0.9	1.8
Cc1cc(C(F)(F)F)n2ncc(-c3ccc(F)cc3)c2n1
  6	-6	-2	-1	-3	-0.2	-12	-5	1.2	2.7	0.5
CC(=O)N1CCN(C(=O)C2(NC(=O)Nc3ccc(C)cc3)CCCCC2)CC1
  -26	13	3	10	0	-3.2	-7	3	0.7	2.5	-1.8
COC(=O)CCC(=O)N1CCCC(N2CCN(c3ccc(OC)cc3)CC2)C1 (stereo unspecified)
  -14	-1	-5	5	2	-1.8	-4	-7	0.0	0.6	0.1
CCOC(=O)N1CCN(C(=O)C2CCN(S(=O)(=O)N(CC)CC)CC2)CC1
  6	0	-7	1	-1	0.7	-17	7	-0.6	1.9	2.5
O=C(CSc1nnc(-c2ccc(O)cc2)o1)N1CCOCC1
  2	-7	0	1	1	-1.5	-8	-4	0.5	-0.3	0.0
COc1ccccc1C(=O)NNC1CC(=O)N(c2ccc3c(c2)OCCO3)C1=O (stereo unspecified)
  1	8	3	0	1	1.5	-4	0	0.7	4.0	3.6
CNC(=O)c1cc(C(=O)c2ccccc2Br)c[nH]1
  10	-5	-7	-3	-4	0.3	-13	-13	1.3	1.9	4.5
COC(=O)c1nnn(CC(=O)Nc2cccc(OC)c2)c1C(=O)OC
  -3	-6	1	0	1	-1.8	9	-3	0.7	1.4	-5.8
COc1ccccc1S(=O)(=O)Cc1ccc(C(=O)NCc2ccc3c(c2)OCO3)o1
  -8	-1	-8	2	-5	2.4	7	-5	0.5	0.8	2.0
COc1cc([N+](=O)[O-])cc(/C=N/NC(=O)Cn2nccc2C)c1O
  10	-8	-4	-7	4	-1.6	-1	nt	1.3	2.2	0.1
CC(C)CC(=O)Nc1nc2c(c(=O)[nH]1)CCCC2
  4	0	0	-2	3	0.9	-9	124	-0.6	2.4	3.0
CC1CCN(CCCNC(=O)C2CCC(=O)N2C2CCCC2)CC1 (stereo unspecified)
  -23	2	-3	7	-2	-3.2	2	-4	0.0	-0.1	2.7
O=C(N/N=C/c1ccccn1)c1ccc(NC(=O)c2cccc([N+](=O)[O-])c2)cc1
  nt	nt	6	nt	nt	2.5	nt	1	-2.6	2.7	5.0
O=C(O)c1[nH]c2ccc(Cl)cc2c1CC(=O)N1CCN(C(=O)c2ccco2)CC1
  -1	-1	0	0	0	-0.6	-2	4	-3.7	6.6	0.9
Cc1c(NC(=O)CSc2nnc3c4ccccc4n(CCc4ccccc4)c3n2)c(=O)n(-c2ccccc2)n1C
  7	-14	3	-3	2	0.3	-8	-5	-0.2	0.6	2.1
C=CCOc1ccc(Cl)cc1CNC1CCCC1
  21	7	1	-2	2	0.8	4	-16	1.9	2.1	5.2
COC(=O)CSc1nc(SC)nc2c1sc1nc(-c3ccco3)c3c(c12)CC(C)(C)OC3
  -31	-6	-3	11	-2	nt	-3	nt	1.8	nt	-1.4
O=C(Nc1ccc(Cn2ccnc2)cc1)c1cccc(C(F)(F)F)c1
  -3	-7	-1	1	2	nt	14	36	-0.4	nt	4.0
COc1cccc(-n2nc3c(=S)[nH]nc(C)c3c2C)c1
  1	-8	-8	0	0	0.2	-4	4	0.7	0.9	-0.9
CC1=C(C(=O)N2CCCC(N3CCN(c4cccc(Cl)c4)CC3)C2)OCCO1 (stereo unspecified)
  -17	4	-1	-2	-1	-0.7	-4	1	0.6	0.2	1.4
CN(CCOc1ccc(Cl)cc1)C(=O)c1ccc2c(=O)n3c(nc2c1)CCC3
  8	-10	-1	-3	2	1.8	-4	-13	-2.0	1.2	4.0
CC(=O)/C(=N/Nc1ccccc1C)N1CCOCC1
  -13	4	0	4	2	-0.6	7	20	0.8	4.1	4.2
O=C(/C=C/c1ccccc1)NCCS(=O)(=O)N1CCN(c2ccccc2)CC1
  -24	6	-9	8	1	-1.6	-10	134	-1.4	1.5	1.3
CC(C)N(C1=CC(=O)OC12CCCCC2)C(C)C
  1	4	1	0	-1	0.2	5	8	0.0	0.6	2.7
Cc1nonc1CN(C)C(=O)c1ccc(OC2CCN(Cc3ccccn3)CC2)cc1
  10	-8	-8	-4	-1	-1.4	-1	272	-5.9	-1.0	3.7
Fc1ccccc1CNc1cc(Cl)cc(Cl)c1
  -23	-10	-44	3	-14	0.9	-9	8	1.6	0.3	0.1
Cc1ccccc1Sc1ncccc1[N+](=O)[O-]
  -7	2	3	-1	-3	0.0	4	-1	1.9	6.6	3.5
OC12CCCCC1C(c1ccc3c(c1)OCO3)N(Cc1ccc(F)cc1)CC2 (stereo unspecified)
  -7	-8	6	-3	-4	-0.8	5	-1	-1.4	1.4	1.3
Cc1cccc(C2Nc3ccccc3C(=O)N2c2ccc(F)cc2)n1 (stereo unspecified)
  3	-4	3	-1	-5	-0.4	3	291	-0.5	-0.8	0.6
CCOc1ccc(CN(C)CC(=O)Nc2cc(C)c(C)cc2[N+](=O)[O-])cc1
  -6	-6	1	0	-18	-0.8	8	0	0.9	-2.0	-2.3
